CAL PDZ inh: blocks peptide binding to human CAL PDZ domain; inhibition, % at 20 µM; Q9HD26; AID 504414; purified CAL PDZ, TMR-peptide fluorescence polarization, 1 h; actives 0.02% (n = 330,000);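 active = highest replicate inhibition of at least 40%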;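 also: plate controls were DMSO neutral control wells for no effect and unlabeled competitor peptide control wells for full effect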
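Read-out basis: mP drop reported as inhibition | Assay system: Tagged CAL PDZ protein CerCALP, purified | Benchmarks: Unlabelled peptide for full inhibition, DMSO wells as neutral | Schedule: 1 h incubation at room temperature before polarization reading | Buffer or medium: Sodium phosphate/NaCl buffer pH 7.4 with TCEP, IgG, Thesit | Doses: Single point, 20 µM | Measured by: Fluorescence polarization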
Tat export inh: blocks Tat-dependent protein export in E. coli; E. coli MC4100 TorA-mCherry Tat export, fluorescence; inhibition, % at 10 µM; actives 0.036% (n = 340,000);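 active = mean replicate inhibition at least 50% and at least half of replicates individually reaching 50%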;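 also: exported cargo escapes ClpAP degradation while cytoplasmic cargo is degraded and loses fluorescence; 0% = median of neutral control wells and 100% = median of NaSCN control wells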
Ecoli viability: reduces bacterial viability in AddAB counter-screen. E. coli V3065 growth, OD600 absorbance, 18 h. inhibition, % at 11.9 µM. actives 0.27% (n = 330,000). AID 449728;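 active = inhibition above the campaign's mean inhibition across all tested compounds plus 3 SD, cut at about 9.9% in these data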;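 also: uninfected addAB+ strain grown without phage in ampicillin broth; 0% = DMSO wells and 100% = ciprofloxacin 0.95 µg/ml wells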
Rtt109 HAT inh: blocks Candida albicans Rtt109/Vps75 acetyltransferase activity; Q5AAJ8; purified Rtt109/Vps75, ThioGlo CoA-SH fluorescence, 4 h; actives 0.16% (n = 330,000); inhibition, % at 34.9 µM; AID 540336;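 active = inhibition of at least 50% in every replicate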
Target sequence (Q5AAJ8 whole entry, looked up): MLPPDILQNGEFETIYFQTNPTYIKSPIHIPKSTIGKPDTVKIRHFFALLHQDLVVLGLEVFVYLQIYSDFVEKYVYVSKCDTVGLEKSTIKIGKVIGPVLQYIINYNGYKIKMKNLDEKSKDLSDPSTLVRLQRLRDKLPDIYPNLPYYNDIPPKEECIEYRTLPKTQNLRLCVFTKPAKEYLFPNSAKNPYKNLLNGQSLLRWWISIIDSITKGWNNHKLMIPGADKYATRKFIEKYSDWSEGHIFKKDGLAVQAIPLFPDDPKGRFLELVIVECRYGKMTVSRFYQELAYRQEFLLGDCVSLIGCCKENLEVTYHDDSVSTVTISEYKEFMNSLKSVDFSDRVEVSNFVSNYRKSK
Wnt act: Wnt/beta-catenin pathway activation; Wnt/beta-catenin reporter cell assay, activator, plate reader; activation, % at 9.35 µM; actives 1.2% (n = 300,000); in the data active = activation above about 30%, passing the limit was not always enough;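 also: 0% = neutral control wells and 100% = positive control wells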
PvdQ inh: blocks Pseudomonas aeruginosa PvdQ acylase activity. purified PvdQ acylase, fluorescence plate reader. inhibition, % at 10 µM. actives 0.063% (n = 340,000); in the data active = inhibition above about 30%, passing the limit was not always enough;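 also: 0% = vehicle neutral wells and 100% = reference inhibitor wells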
DAGLB inhibitor: diacylglycerol lipase beta (human) inhibition. Q8NCG7. HEK293T DAGLB membrane lysate, EnzChek fluorogenic substrate. inhibition, % at 5.17 µM. actives 0.059% (n = 340,000); in the data active = inhibition above about 34%;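 also: 0% = enzyme with vehicle and 100% = wells lacking enzyme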
Target sequence (Q8NCG7 whole entry, looked up): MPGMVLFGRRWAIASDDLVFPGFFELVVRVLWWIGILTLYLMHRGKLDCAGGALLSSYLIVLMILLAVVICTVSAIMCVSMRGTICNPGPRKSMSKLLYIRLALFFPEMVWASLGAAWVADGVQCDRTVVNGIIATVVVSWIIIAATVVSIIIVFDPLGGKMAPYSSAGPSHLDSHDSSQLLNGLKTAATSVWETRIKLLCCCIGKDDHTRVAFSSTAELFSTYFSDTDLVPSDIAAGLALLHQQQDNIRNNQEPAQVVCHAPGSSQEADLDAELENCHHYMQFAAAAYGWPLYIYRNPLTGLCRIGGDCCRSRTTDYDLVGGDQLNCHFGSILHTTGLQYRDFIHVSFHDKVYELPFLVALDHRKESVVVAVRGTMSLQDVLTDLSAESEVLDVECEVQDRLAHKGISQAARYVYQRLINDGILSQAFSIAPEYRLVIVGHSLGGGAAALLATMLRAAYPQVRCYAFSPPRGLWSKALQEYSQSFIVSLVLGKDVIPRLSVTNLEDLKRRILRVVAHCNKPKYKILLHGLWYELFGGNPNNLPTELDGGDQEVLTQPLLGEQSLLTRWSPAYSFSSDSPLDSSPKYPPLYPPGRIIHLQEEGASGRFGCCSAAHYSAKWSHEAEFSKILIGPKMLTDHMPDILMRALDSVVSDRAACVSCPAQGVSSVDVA
PfHsp90 yeast 2: reduces growth (ATP signal) of yeast expressing P. falciparum Hsp90; S. cerevisiae expressing PfHsp90, BacTiter-Glo ATP, 48 h; yeast lacking PDR1 and PDR3 efflux regulators; actives 0.32% (n = 310,000); inhibition, % at 9.4 µM;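 active = every replicate shows inhibition above about 80%, whatever the replicate mean, limit read from the data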;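 also: 0% = DMSO neutral controls and 100% = 20 µM radicicol positive controls; yeast relying on Plasmodium falciparum Hsp90 in place of its own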
AddAB inh: less growth of phage-infected E. coli with AddAB | inhibition, % at 11.9 µM | actives 0.29% (n = 330,000) | E. coli expressing H. pylori AddAB, absorbance growth; in the data active = inhibition above about 12%;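 also: 0% = vehicle wells of infected cells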
phage Ecoli inh: E. coli growth loss with phage present | growth absorbance | actives 0.26% (n = 360,000) | inhibition, % at 11.9 µM | AID 651602; in the data active = inhibition above about 11%
An asterisk follows results filed as active.

Screening O=c1c2ccccc2nc(/C=C/c2ccc([N+](=O)[O-])o2)n1-c1ccc(O)cc1 returned CAL PDZ inh -0.2, Tat export inh -4, Rtt109 HAT inh 0, Wnt act -10, PvdQ inh -18, PfHsp90 yeast 2 -59 and phage Ecoli inh 12*.
Cc1ccc([N+](=O)[O-])cc1 was read as CAL PDZ inh -1.5, Tat export inh -4, Ecoli viability 1.4, Rtt109 HAT inh -3, Wnt act -6, PvdQ inh -11, DAGLB inhibitor -2, PfHsp90 yeast 2 8, AddAB inh 1.4 and phage Ecoli inh 2.6.
For COc1cc(N2C(=O)CC(=O)NC2=O)cc(OC)c1OC the results were Tat export inh -1, Ecoli viability 2.2, Rtt109 HAT inh -1, Wnt act 3, PvdQ inh 5, DAGLB inhibitor -3, PfHsp90 yeast 2 3, AddAB inh 6.3 and phage Ecoli inh 0.3.
For Cc1cc(C(=O)CS(=O)c2ccc(F)cc2)cc(C)c1OC(=O)N(C)C (stereo not given) the results were CAL PDZ inh 0.0, Tat export inh -2, Ecoli viability 1.0, Rtt109 HAT inh -5, Wnt act 12, PvdQ inh -3, DAGLB inhibitor -3, PfHsp90 yeast 2 6, AddAB inh 0.9 and phage Ecoli inh 0.5.
Screening CC(C)(C)N1C(=O)NC(=O)/C(=C\c2ccc3c(c2)CCN3CCCCl)C1=O returned CAL PDZ inh -0.2, Tat export inh 4, Ecoli viability -0.5, Rtt109 HAT inh 32, Wnt act -1, PvdQ inh 0, DAGLB inhibitor 17, PfHsp90 yeast 2 -12, AddAB inh 0.1 and phage Ecoli inh 1.7.
Screening C=CCn1c(O)c(C(C)=O)c(=O)[nH]c1=O (tested in a mixture with another compound) returned CAL PDZ inh 1.0, Tat export inh -1, Ecoli viability -3.9, Rtt109 HAT inh 1, Wnt act 0, PvdQ inh -6, DAGLB inhibitor -1, PfHsp90 yeast 2 11, AddAB inh -0.8 and phage Ecoli inh 1.9.
Screening Cc1ccccc1N1C(=O)NC(=O)/C(=C\c2cnn(-c3ccccc3)c2)C1=O returned CAL PDZ inh 0.0, Tat export inh 11, Ecoli viability 1.1, Rtt109 HAT inh 5, Wnt act 8, PvdQ inh -13, DAGLB inhibitor 9, PfHsp90 yeast 2 -16, AddAB inh 6.4 and phage Ecoli inh 2.0.
Screening CCC1(OC(=O)CN)C(=O)OCc2c1cc1n(c2=O)Cc2cc3ccccc3nc2-1 (stereo not given) returned CAL PDZ inh 0.8, Tat export inh -1, Ecoli viability -0.7, Rtt109 HAT inh 0, PvdQ inh -15, DAGLB inhibitor -3, PfHsp90 yeast 2 -24 and AddAB inh -0.7.
O=C1NC(=O)C(=CN2CCc3ccccc32)C(=O)N1 was read as CAL PDZ inh -0.4, Tat export inh -4, Ecoli viability -1.0, Rtt109 HAT inh 5, PvdQ inh -15, DAGLB inhibitor -2, PfHsp90 yeast 2 7, AddAB inh 0.4 and phage Ecoli inh 0.9.
For CN1CCN(c2ccc(/C=C3\C(=O)NC(=S)N(c4cccc(Br)c4)C3=O)o2)CC1 the results were CAL PDZ inh -3.9, Tat export inh 0, Ecoli viability 3.0, Rtt109 HAT inh 13, Wnt act -1, PvdQ inh -11, DAGLB inhibitor 2, PfHsp90 yeast 2 1, AddAB inh 0.7 and phage Ecoli inh -0.5.
`CCCCc1ccc2[nH]cc(CCN)c2c1` gave CAL PDZ inh -1.1, Tat export inh 1, Ecoli viability 2.4, Rtt109 HAT inh 4, Wnt act -4, PvdQ inh -9, DAGLB inhibitor 1, PfHsp90 yeast 2 -1, AddAB inh 0.8 and phage Ecoli inh 7.5.
COc1cccc(N2CCN(Cc3cccc(Cl)c3)CC2)c1 was read as CAL PDZ inh -2.4, Tat export inh -5, Ecoli viability 0.7, Rtt109 HAT inh -3, Wnt act 1, PvdQ inh -13, DAGLB inhibitor -16 and AddAB inh -0.7.
Screening CC1CC(C)OP(=O)(OCCC#N)O1 (stereo not given) returned CAL PDZ inh -0.2, Tat export inh 0, Rtt109 HAT inh -10, Wnt act -3, PvdQ inh 10, DAGLB inhibitor 0 and phage Ecoli inh -0.4.
`Cc1ccccc1N1C(=O)NC(=O)/C(=C\c2ccc3c(c2)CCCN3Cc2ccccc2)C1=O` gave CAL PDZ inh -0.9, Tat export inh 3, Ecoli viability 0.0, Rtt109 HAT inh 3, Wnt act 0, PvdQ inh -11, DAGLB inhibitor 3, PfHsp90 yeast 2 10, AddAB inh 1.4 and phage Ecoli inh 4.0.
Screening CC=C(C)C1(CCC)C(=O)NC(=S)NC1=O returned CAL PDZ inh 0.0, Tat export inh -2, Rtt109 HAT inh 1, Wnt act -4, PvdQ inh -15, DAGLB inhibitor 0, PfHsp90 yeast 2 13 and phage Ecoli inh 2.2.
For COC(=O)C1=C(c2cc3ccccc3o2)C[C@@H]2CC[C@H]1N2C(=O)N1CCCCC1 the results were CAL PDZ inh 0.0, Tat export inh 4, Ecoli viability 0.9, Rtt109 HAT inh -14, Wnt act -21, PvdQ inh -16, DAGLB inhibitor -4, PfHsp90 yeast 2 -22, AddAB inh 1.4 and phage Ecoli inh 1.3.
Screening COc1ccc(C(CNC(=O)Cc2ccc(Cl)c(Cl)c2)N2CCCCC2)cc1 (stereo not given) returned CAL PDZ inh -0.4, Tat export inh -6, Ecoli viability -1.6, Rtt109 HAT inh 6, Wnt act 2, PvdQ inh -9, DAGLB inhibitor 2, PfHsp90 yeast 2 -18, AddAB inh -0.7 and phage Ecoli inh 1.0.
Screening C=CC[C@@H](C)CC(=O)C(CCCN=[N+]=[N-])SOOc1ccccc1 (stereo not given in full) returned CAL PDZ inh -1.2, Tat export inh -1, Ecoli viability 1.2, Rtt109 HAT inh -5, Wnt act -4, PvdQ inh -11, DAGLB inhibitor -9, PfHsp90 yeast 2 2, AddAB inh 4.6 and phage Ecoli inh 1.4.
CCN1CCC(N(C)C2CCCCC2)CC1 was read as CAL PDZ inh 0.3, Tat export inh -4, Ecoli viability 0.0, Rtt109 HAT inh -3, Wnt act 12, PvdQ inh -13, DAGLB inhibitor -3, PfHsp90 yeast 2 -4, AddAB inh 5.7 and phage Ecoli inh -0.9.
`COc1ccc(CNCCc2ccccc2F)c(OC)c1C` gave CAL PDZ inh -24, Tat export inh -1, Ecoli viability 1.3, Rtt109 HAT inh -7, Wnt act -2, PvdQ inh -12, DAGLB inhibitor -2, PfHsp90 yeast 2 0, AddAB inh 2.0 and phage Ecoli inh 0.1.
CN(C)/C=C/C(=O)C(Cl)(Cl)Cl was read as CAL PDZ inh -0.9, Tat export inh -7, Ecoli viability -1.7, Rtt109 HAT inh -1, Wnt act -8, PvdQ inh -8, DAGLB inhibitor 1, PfHsp90 yeast 2 24, AddAB inh 3.1 and phage Ecoli inh 5.1.
Screening Cc1c(C)c2ccc(OCC(=O)N3C[C@H]4C[C@@H](C3)c3cccc(=O)n3C4)cc2oc1=O returned CAL PDZ inh 0.8, Tat export inh 7, Ecoli viability -0.7, Rtt109 HAT inh 0, Wnt act 1, PvdQ inh 6, DAGLB inhibitor -4, PfHsp90 yeast 2 -3, AddAB inh 2.9 and phage Ecoli inh 3.5.
`COc1ccc2c3c1OC1C(=O)CC[C@@]4(O)[C@@H](C2)N(CC2CC2)CC[C@]314` (stereo not given in full) gave CAL PDZ inh 0.4, Tat export inh 1, Ecoli viability -0.1, Rtt109 HAT inh -4, Wnt act 4, PvdQ inh -10, DAGLB inhibitor 0, AddAB inh -2.2 and phage Ecoli inh 2.4.
Screening c1ccc2c(c1)CNc1ccccc1O2 returned CAL PDZ inh 0.8, Tat export inh 4, Ecoli viability -1.1, Rtt109 HAT inh -1, PvdQ inh 3, DAGLB inhibitor -1, PfHsp90 yeast 2 13, AddAB inh 0.0 and phage Ecoli inh 3.3.
CC(=O)c1cccc(NC(=O)N2C[C@H]3C[C@@H](C2)c2cccc(=O)n2C3)c1 was read as CAL PDZ inh 0.6, Tat export inh 7, Ecoli viability 1.0, Rtt109 HAT inh 1, Wnt act -1, PvdQ inh 0, DAGLB inhibitor 1, PfHsp90 yeast 2 1, AddAB inh 1.5 and phage Ecoli inh 1.1.
For O=C(Cn1c(NCCCl)nc2ccccc21)c1ccc(Br)cc1 the results were CAL PDZ inh -0.5, Tat export inh 4, Ecoli viability -1.1, Rtt109 HAT inh 8, Wnt act 20, PvdQ inh -6, DAGLB inhibitor 2, PfHsp90 yeast 2 4, AddAB inh 0.6 and phage Ecoli inh 3.2.
Screening CCCOc1ccccc1NP(=O)(Oc1ccccc1)Oc1ccccc1 returned CAL PDZ inh -1.2, Tat export inh -11, Ecoli viability 1.6, Rtt109 HAT inh -11, Wnt act -1, PvdQ inh 9, DAGLB inhibitor -8, PfHsp90 yeast 2 -13, AddAB inh -0.7 and phage Ecoli inh -1.8.
For COC1=CCC2([N+](=O)[O-])CN(C)CC1([N+](=O)[O-])C2 (stereo not given) the results were CAL PDZ inh -3.4, Tat export inh 3, Ecoli viability 1.4, Rtt109 HAT inh -6, Wnt act -3, PvdQ inh -7, DAGLB inhibitor 3, PfHsp90 yeast 2 24, AddAB inh 0.2 and phage Ecoli inh 5.7.
`CCN1CCC2(CC1)NC(=O)c1ccccc1O2` gave CAL PDZ inh -1.2, Tat export inh 5, Ecoli viability -0.6, Wnt act -3, PvdQ inh -6, DAGLB inhibitor 0, PfHsp90 yeast 2 -2, AddAB inh 3.7 and phage Ecoli inh 5.0.
O=c1[nH]c(=S)n(C2CC2)c(O)c1C=NCCc1ccccc1 was read as Ecoli viability 0.6, Wnt act -1, AddAB inh -0.1 and phage Ecoli inh 1.2.
COc1ccccc1CCNC1CCC(C)CC1 (stereo not given) was read as CAL PDZ inh -3.2, Tat export inh -3, Ecoli viability 0.7, Rtt109 HAT inh -14, PvdQ inh -4, DAGLB inhibitor 2, PfHsp90 yeast 2 -5, AddAB inh 3.5 and phage Ecoli inh 5.2.
CCCCn1c(O)c(C(C)=NCCCN(CC)CC)c(=O)[nH]c1=O was read as CAL PDZ inh -0.9, Tat export inh 5, Ecoli viability -0.7, Rtt109 HAT inh -1, PvdQ inh -8, DAGLB inhibitor -1, AddAB inh -1.2 and phage Ecoli inh 1.2.
For Cc1ccc(OCC(=O)N2CCN(Cc3ccc4c(c3)OCO4)CC2)cc1C the results were CAL PDZ inh -0.4, Tat export inh 8, Ecoli viability -1.3, Rtt109 HAT inh -5, Wnt act -2, PvdQ inh -11, DAGLB inhibitor -1, PfHsp90 yeast 2 30, AddAB inh 4.3 and phage Ecoli inh 3.8.
`CN(CC1COc2ccccc2O1)c1nc(-c2cccnc2)nc2ccccc12` (stereo not given) gave CAL PDZ inh -1.1, Tat export inh -2, Ecoli viability 0.6, Rtt109 HAT inh -1, PvdQ inh -30, DAGLB inhibitor -4, PfHsp90 yeast 2 -5, AddAB inh 4.6 and phage Ecoli inh 2.2.
`Cc1ccc(Cl)cc1-n1c(O)c(C=NCCCN2CCOCC2)c(=O)[nH]c1=O` gave CAL PDZ inh -2.9, Tat export inh -5, Ecoli viability -1.0, Rtt109 HAT inh -8, PvdQ inh -14, DAGLB inhibitor 0, PfHsp90 yeast 2 7, AddAB inh -2.4 and phage Ecoli inh 3.3.

Some of the compounds tested (hit frequency here may not be typical).
